Screening results as filed in PubChem BioAssay.
NSD2 block – inhibitors of human NSD2, primary screen, biochemical, plate reader, single point; NSD2-SET H3K36me1 DELFIA fluorescence; Histone-lysine N-methyltransferase NSD2 (Homo sapiens), O96028; 0.07% of 44,000 active; AID 624260, 2012; inhibition, % at 12.5 µM; in the data active means inhibition above about 54%, passing the limit was not always enough; inconclusive means no clear call, values can overlap the other calls;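 further: inhibitors reduce the monomethyl H3K36 fluorescence signal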
Target sequence (O96028 whole entry, looked up): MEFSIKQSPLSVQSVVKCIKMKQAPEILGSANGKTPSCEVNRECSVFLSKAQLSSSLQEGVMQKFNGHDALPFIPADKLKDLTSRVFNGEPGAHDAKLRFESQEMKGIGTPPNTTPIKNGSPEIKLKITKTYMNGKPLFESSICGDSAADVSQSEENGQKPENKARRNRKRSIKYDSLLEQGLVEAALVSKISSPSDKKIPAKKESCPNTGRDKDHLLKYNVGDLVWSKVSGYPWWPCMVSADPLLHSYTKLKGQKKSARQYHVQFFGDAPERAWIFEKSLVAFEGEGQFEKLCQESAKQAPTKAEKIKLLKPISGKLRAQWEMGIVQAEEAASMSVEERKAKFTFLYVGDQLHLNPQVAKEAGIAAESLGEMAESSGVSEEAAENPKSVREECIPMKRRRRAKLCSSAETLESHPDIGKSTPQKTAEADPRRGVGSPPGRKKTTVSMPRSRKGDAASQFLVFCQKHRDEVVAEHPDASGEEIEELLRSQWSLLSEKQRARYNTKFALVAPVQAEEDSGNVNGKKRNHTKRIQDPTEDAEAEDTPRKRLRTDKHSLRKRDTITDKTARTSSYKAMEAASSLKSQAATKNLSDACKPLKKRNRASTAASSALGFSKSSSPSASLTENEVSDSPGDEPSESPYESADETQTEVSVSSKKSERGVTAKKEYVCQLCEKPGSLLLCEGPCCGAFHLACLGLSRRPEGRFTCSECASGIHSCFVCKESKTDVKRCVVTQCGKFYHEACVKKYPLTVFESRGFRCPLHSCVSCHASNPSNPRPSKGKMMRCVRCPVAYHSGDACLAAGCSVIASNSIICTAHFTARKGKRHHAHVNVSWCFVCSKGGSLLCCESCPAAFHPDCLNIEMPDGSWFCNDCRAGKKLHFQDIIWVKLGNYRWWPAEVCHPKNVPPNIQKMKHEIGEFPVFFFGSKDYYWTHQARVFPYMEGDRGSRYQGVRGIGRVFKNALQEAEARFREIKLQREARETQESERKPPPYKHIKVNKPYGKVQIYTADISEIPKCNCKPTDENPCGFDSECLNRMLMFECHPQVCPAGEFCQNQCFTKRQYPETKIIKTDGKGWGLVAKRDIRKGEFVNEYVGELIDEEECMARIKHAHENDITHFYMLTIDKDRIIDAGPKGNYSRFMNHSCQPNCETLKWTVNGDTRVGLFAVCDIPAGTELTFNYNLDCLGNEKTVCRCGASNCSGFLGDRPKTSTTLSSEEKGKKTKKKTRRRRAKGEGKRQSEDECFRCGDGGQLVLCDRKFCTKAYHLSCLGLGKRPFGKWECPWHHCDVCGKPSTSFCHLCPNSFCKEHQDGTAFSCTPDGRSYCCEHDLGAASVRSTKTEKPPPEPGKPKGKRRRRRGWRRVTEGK
An asterisk follows results filed as active; i = inactive; ? = inconclusive. The list is partial, so the mix of outcomes need not match the whole.

SMILES	NSD2 block
C[C@H]1CN([C@@H](C)CO)C(=O)c2cc(NS(=O)(=O)c3cn(C)cn3)ccc2O[C@H]1CN(C)C(=O)NC1CCCCC1	-3
C[C@@H]1CN([C@H](C)CO)C(=O)c2ccccc2-c2ccccc2CO[C@@H]1CN(C)S(=O)(=O)c1cn(C)cn1	8
O=C(C[C@H]1C[C@H]2c3cc(NC(=O)C4CCC4)ccc3O[C@H]2[C@H](CO)O1)NCc1ccncc1	2
C[C@H](O)C#Cc1ccc2c(c1)O[C@H](CN(C)C(=O)CN(C)C)[C@H](C)CN([C@@H](C)CO)S2(=O)=O	1
COC(=O)C[C@H]1C[C@H]2c3cc(NS(C)(=O)=O)ccc3O[C@H]2[C@H](CO)O1	6
CC(C)NC(=O)Nc1ccc2c(c1)C(=O)N([C@@H](C)CO)C[C@@H](C)[C@H](CN(C)Cc1ccc(C(=O)O)cc1)OCCCC[C@@H](C)O2	?
C[C@H](O)C#Cc1cnc2c(c1)C(=O)N([C@H](C)CO)C[C@@H](C)[C@@H](CN(C)C(=O)c1ccncc1)O2	0
C[C@@H]1CN([C@H](C)CO)C(=O)c2cc(-c3ccc(C#N)cc3)cnc2O[C@H]1CN(C)CC1CCCC1	2
C[C@@H]1CN([C@H](C)CO)C(=O)c2cc(NC(=O)Nc3ccc(C(F)(F)F)cc3)ccc2O[C@@H](C)CCCCO[C@H]1CN(C)Cc1ccc(C(=O)O)cc1	-10
CCCNC(=O)C[C@@H]1C[C@@H]2c3cc(NC(=O)c4ccc5c(c4)OCO5)ccc3O[C@@H]2[C@@H](CO)O1	0
CO[C@@H](CN(C)Cc1cc(F)ccc1F)[C@@H](C)CN([C@@H](C)CO)S(=O)(=O)c1ccc(F)cc1	-3
C[C@@H]1CN([C@@H](C)CO)C(=O)c2cc(NC(=O)NC3CCCCC3)ccc2O[C@@H](C)CCCCO[C@@H]1CN(C)S(=O)(=O)c1cn(C)cn1	1
C[C@@H]1CN([C@H](C)CO)C(=O)c2cc(NC(=O)Nc3ccc(F)cc3)ccc2O[C@@H]1CN(C)Cc1ccc(Cl)c(Cl)c1	-8
C[C@H]1CN([C@@H](C)CO)S(=O)(=O)c2ccc(-c3ccccc3)cc2O[C@H]1CN(C)Cc1ccccn1	1
C[C@H]1CN([C@@H](C)CO)C(=O)Cc2cc(NC(=O)Cc3ccccc3)ccc2O[C@@H]1CN(C)S(=O)(=O)c1ccccc1	-9
C[C@@H]1CN([C@@H](C)CO)C(=O)c2cccc(NC(=O)c3cnccn3)c2O[C@H]1CN(C)S(=O)(=O)c1ccc(Cl)cc1	3
C[C@H]1CN([C@@H](C)CO)C(=O)c2cc(NS(=O)(=O)c3cn(C)cn3)ccc2O[C@H]1CN(C)Cc1ccc2c(c1)OCO2	0
CC(C)NC(=O)N(C)C[C@@H]1Oc2ccc(NC(=O)CCCCCC(=O)Nc3ccccc3N)cc2C(=O)N([C@@H](C)CO)C[C@@H]1C	3
O=C(C[C@@H]1C[C@H]2c3cc(NS(=O)(=O)c4ccc(F)cc4)ccc3O[C@H]2[C@H](CO)O1)NCc1cc(F)ccc1F	0
CC(C)NC(=O)N(C)C[C@H]1Oc2ccc(NC(=O)Nc3ccc4c(c3)OCO4)cc2CC(=O)N([C@@H](C)CO)C[C@@H]1C	1
Cc1noc(C)c1S(=O)(=O)Nc1cccc2c1O[C@H](CN(C)C(=O)Nc1ccc(F)cc1)[C@H](C)CN([C@@H](C)CO)C2=O	-6
C[C@@H]1CN([C@@H](C)CO)S(=O)(=O)c2ccc(C#CCN(C)C)cc2O[C@H]1CN(C)Cc1ccc2c(c1)OCO2	3
C[C@@H]1CN([C@@H](C)CO)C(=O)c2cc(NC(=O)Nc3ccccc3)ccc2O[C@@H](C)CCCCO[C@@H]1CN(C)C(=O)Nc1ccc2c(c1)OCO2	-6
C[C@@H]1CN([C@@H](C)CO)S(=O)(=O)c2ccc(C#Cc3ccc(F)cc3)cc2O[C@@H]1CN(C)C(=O)NC1CCCC1	2

By substructure: the entries above containing a Cl atom (two)
SMILES	NSD2 block
C[C@@H]1CN([C@H](C)CO)C(=O)c2cc(NC(=O)Nc3ccc(F)cc3)ccc2O[C@@H]1CN(C)Cc1ccc(Cl)c(Cl)c1	-8
C[C@@H]1CN([C@@H](C)CO)C(=O)c2cccc(NC(=O)c3cnccn3)c2O[C@H]1CN(C)S(=O)(=O)c1ccc(Cl)cc1	3

Next section:
SMILES	NSD2 block
CC(=O)N(C)C[C@@H]1Oc2cc(C#CC3CC3)ccc2S(=O)(=O)N([C@@H](C)CO)C[C@H]1C	3
C[C@H](CO)N1C[C@H](C)[C@@H](CN(C)Cc2ccc(C(=O)O)cc2)Oc2ccc(NC(=O)Nc3cccc4ccccc34)cc2CC1=O	2
C[C@H]1CN([C@@H](C)CO)C(=O)c2cc(NC(=O)Nc3ccccc3)ccc2O[C@H]1CN(C)Cc1ccc(Cl)c(Cl)c1	-7
Cc1noc(C)c1NC(=O)Nc1ccc2c(c1)C(=O)N([C@H](C)CO)C[C@H](C)[C@H](CN(C)C(=O)NC(C)C)OCCCC[C@@H](C)O2	-1
COc1ccc(S(=O)(=O)Nc2ccc3c(c2)C(=O)N([C@H](C)CO)C[C@@H](C)[C@@H](CN(C)C(=O)Nc2ccc(C(F)(F)F)cc2)O3)cc1	-4
C[C@@H]1CN([C@H](C)CO)C(=O)c2cc(C3=CCCC3)cnc2O[C@H]1CN(C)C	2
C[C@H]1CN([C@@H](C)CO)C(=O)c2cc(NC(=O)NC3CCCCC3)ccc2O[C@H]1CN(C)C(=O)Nc1ccccc1	35
C[C@@H]1CN([C@H](C)CO)S(=O)(=O)c2ccc(-c3cccc(C#N)c3)cc2O[C@@H]1CN(C)C(=O)C1CC1	?
C[C@@H]1CN([C@@H](C)CO)C(=O)c2cccc(NC(=O)C3CCCCC3)c2O[C@H]1CN(C)C(=O)Nc1ccc(F)cc1	i
C[C@@H]1CN([C@H](C)CO)C(=O)c2cc(NS(=O)(=O)c3cccs3)ccc2O[C@@H]1CN(C)C(=O)Nc1ccc2c(c1)OCO2	1
C[C@@H]1CCCCO[C@H](CN(C)C)[C@H](C)CN([C@@H](C)CO)C(=O)c2cc(NC(=O)C3CCCCC3)ccc2O1	6
COC(=O)CCCCCCC(=O)N/N=C/c1cc(I)cc(I)c1O	-5
Cc1noc(C)c1NC(=O)Nc1ccc2c(c1)C(=O)N([C@H](C)CO)C[C@H](C)[C@@H](CN(C)C)O2	-1
C[C@H]1CCCCO[C@H](CN(C)S(C)(=O)=O)[C@@H](C)CN([C@@H](C)CO)C(=O)c2cc(NS(=O)(=O)c3ccccc3)ccc2O1	1
C[C@@H]1CN([C@@H](C)CO)C(=O)c2cc(-c3cccnc3)cnc2O[C@H]1CN(C)C(=O)Nc1ccccc1	-2
COC(=O)CCCCCCC(=O)N/N=C/c1ccc(O)c(O)c1O	9
O=C(N/N=C/c1cccc(Br)c1)c1ccccc1O	2
Cc1noc(C)c1NC(=O)N(C)C[C@H]1OCCCC[C@@H](C)Oc2ccc(NC(=O)CCC(F)(F)F)cc2C(=O)N([C@H](C)CO)C[C@@H]1C	28
C[C@@H]1CN([C@@H](C)CO)S(=O)(=O)c2ccc(-c3ccncc3)cc2O[C@@H]1CN(C)Cc1ccc(Oc2ccccc2)cc1	7
C[C@@H]1CN([C@@H](C)CO)C(=O)Cc2cc(NS(=O)(=O)c3cccs3)ccc2O[C@H]1CN(C)CC1CC1	15
COc1ccc(S(=O)(=O)N(C)C[C@@H]2OCCCC[C@H](C)Oc3ccc(N(C)C)cc3C(=O)N([C@@H](C)CO)C[C@@H]2C)cc1	3
C[C@@H]1CN([C@H](C)CO)C(=O)Cc2cc(NC(=O)Nc3ccccc3)ccc2O[C@@H]1CN(C)C(=O)Nc1ccc(F)cc1	-10
C[C@@H]1CN([C@@H](C)CO)C(=O)c2cccc(NS(=O)(=O)c3cn(C)cn3)c2O[C@H]1CN(C)C(=O)Nc1cccc2ccccc12	3
C[C@H]1CN([C@@H](C)CO)C(=O)c2cc(C3=CCCCC3)cnc2O[C@@H]1CN(C)C(=O)c1cccc(F)c1	3
COc1ccc(NC(=O)Nc2cccc3c2O[C@H](CN(C)C(=O)Nc2ccccc2)[C@@H](C)CN([C@@H](C)CO)C3=O)cc1	0
C[C@@H]1CCCCO[C@@H](CN(C)C(=O)NC2CCCCC2)[C@H](C)CN([C@H](C)CO)C(=O)c2cc(NS(=O)(=O)c3cccs3)ccc2O1	-2
C[C@H]1CN([C@@H](C)CO)C(=O)c2cc(N(C)C)ccc2O[C@H]1CN(C)C(=O)Nc1ccc(F)cc1	0
COc1cc(=O)n(C)c2c(OCC(O)C(C)(C)O)cccc12 (stereo unspecified)	-4
C[C@H](CO)N1C[C@H](C)[C@H](CN(C)C(=O)NC2CCCC2)Oc2ncc(-c3ccccc3F)cc2C1=O	3
C[C@@H]1CN([C@@H](C)CO)C(=O)c2cc(C3=CCCC3)cnc2O[C@H]1CN(C)Cc1ccc(F)cc1	-7
C[C@@H]1CN([C@H](C)CO)C(=O)c2cc(NC(=O)CCN3CCOCC3)ccc2O[C@@H]1CN(C)C(=O)Nc1ccc(C(F)(F)F)cc1	0
CC(C)C#Cc1ccc2c(c1)O[C@H](CN(C)Cc1ccncc1)[C@@H](C)CN([C@@H](C)CO)S2(=O)=O	1
C[C@@H]1CN([C@H](C)CO)C(=O)c2cc(NC(=O)NC3CCCCC3)ccc2O[C@@H]1CN(C)Cc1ccncc1	15
Cc1ccc(-c2ccc3c(c2)O[C@@H](CN(C)C(=O)Nc2ccc(C(F)(F)F)cc2)[C@@H](C)CN([C@@H](C)CO)S3(=O)=O)cc1	-13
C[C@@H]1CN([C@@H](C)CO)C(=O)c2cccc(NC(=O)NC3CCCCC3)c2O[C@H]1CN(C)S(=O)(=O)c1ccc(Cl)cc1	-5
C[C@H](CO)N1C[C@H](C)[C@H](CN(C)Cc2ccccc2)Oc2c(NC(=O)Nc3ccc(F)cc3)cccc2C1=O	4
Cc1cccc(S(=O)(=O)N(C)C[C@@H]2OCc3cn(nn3)CCCC(=O)N([C@H](C)CO)C[C@H]2C)c1	2
C[C@H]1CN([C@@H](C)CO)C(=O)c2cccc(NC(=O)C3CCCCC3)c2O[C@H]1CN(C)C(=O)Nc1ccc(F)cc1	1
COc1ccccc1-c1cnc2c(c1)C(=O)N([C@@H](C)CO)C[C@H](C)[C@H](CN(C)C(=O)c1cccnc1)O2	-6
c1ccc(-c2ccc(OCCCCSc3ncccn3)cc2)cc1	4
C[C@@H]1CN([C@@H](C)CO)C(=O)Cc2cc(NS(=O)(=O)c3ccc(Cl)cc3)ccc2O[C@@H]1CN(C)Cc1ccc2c(c1)OCO2	-8
C[C@H](CO)N1C[C@H](C)[C@@H](CN(C)C(=O)Nc2ccc(C(F)(F)F)cc2)Oc2ccc(NS(=O)(=O)c3ccc(Cl)cc3)cc2CC1=O	1
C[C@H](O)C#Cc1cnc2c(c1)C(=O)N([C@@H](C)CO)C[C@H](C)[C@@H](CN(C)Cc1cccc(F)c1)O2	7
CC(C)NC(=O)Nc1ccc2c(c1)CC(=O)N([C@H](C)CO)C[C@H](C)[C@H](CN(C)C(=O)Nc1ccc3c(c1)OCO3)O2	1
O=C(O)C[C@@H]1C[C@H]2c3cc(NC(=O)Nc4ccc(C(F)(F)F)cc4)ccc3O[C@H]2[C@H](CO)O1	0
C[C@@H]1CN([C@H](C)CO)C(=O)CCCn2nncc2CO[C@H]1CN(C)C(=O)Nc1cccc(Oc2ccccn2)c1	0
C[C@@H]1CCCCO[C@H](CN(C)S(=O)(=O)c2cn(C)cn2)[C@@H](C)CN([C@@H](C)CO)C(=O)c2cc(NC(=O)Nc3cccc4ccccc34)ccc2O1	0
COCC#Cc1ccc2c(c1)O[C@H](CN(C)C(C)=O)[C@H](C)CN([C@@H](C)CO)S2(=O)=O	-8
Cc1ccc(S(=O)(=O)N(C)C[C@@H]2Oc3ccc(N(C)C)cc3CC(=O)N([C@@H](C)CO)C[C@H]2C)cc1	-1
C[C@@H]1CN([C@H](C)CO)C(=O)CCCn2cc(nn2)CO[C@@H]1CN(C)C(=O)Cc1ccccc1	7
Cc1ccc(S(=O)(=O)Nc2ccc3c(c2)CC(=O)N([C@H](C)CO)C[C@H](C)[C@@H](CN(C)C(=O)NC(C)C)O3)cc1	3
C[C@@H]1CCCCO[C@H](CN(C)C(=O)Nc2ccccc2)[C@H](C)CN([C@@H](C)CO)C(=O)c2cc(NC(=O)c3ccncc3)ccc2O1	-2
COc1ccc(NC(=O)N(C)C[C@H]2OCCCC[C@@H](C)Oc3ccc(NS(=O)(=O)c4ccc(C)cc4)cc3C(=O)N([C@@H](C)CO)C[C@@H]2C)cc1	0
COc1ccccc1CNC(=O)C[C@@H]1C[C@H]2c3cc(NS(C)(=O)=O)ccc3O[C@H]2[C@H](CO)O1	0
COC(=O)C[C@H]1CC[C@H](NC(=O)c2ccccc2)[C@H](CO)O1	-34
Cc1noc(C)c1NC(=O)N(C)C[C@H]1Oc2ccc(NS(=O)(=O)c3ccc(Cl)cc3)cc2CC(=O)N([C@@H](C)CO)C[C@@H]1C	1
COCC#Cc1cnc2c(c1)C(=O)N([C@@H](C)CO)C[C@@H](C)[C@@H](CN(C)C(=O)c1cnccn1)O2	2

Arranged by count of non-hydrogen atoms (ascending): part of the list above.
SMILES	NSD2 block
COCC#Cc1cnc2c(c1)C(=O)N([C@@H](C)CO)C[C@@H](C)[C@@H](CN(C)C(=O)c1cnccn1)O2	2
Cc1ccc(S(=O)(=O)N(C)C[C@@H]2Oc3ccc(N(C)C)cc3CC(=O)N([C@@H](C)CO)C[C@H]2C)cc1	-1
C[C@@H]1CCCCO[C@H](CN(C)C(=O)Nc2ccccc2)[C@H](C)CN([C@@H](C)CO)C(=O)c2cc(NC(=O)c3ccncc3)ccc2O1	-2

Some of the entries above in another layout.
SMILES | NSD2 block
C[C@@H]1CN([C@H](C)CO)C(=O)CCCn2cc(nn2)CO[C@@H]1CN(C)C(=O)Cc1ccccc1 | 7
COc1ccc(NC(=O)N(C)C[C@H]2OCCCC[C@@H](C)Oc3ccc(NS(=O)(=O)c4ccc(C)cc4)cc3C(=O)N([C@@H](C)CO)C[C@@H]2C)cc1 | 0
Cc1ccc(S(=O)(=O)N(C)C[C@@H]2Oc3ccc(N(C)C)cc3CC(=O)N([C@@H](C)CO)C[C@H]2C)cc1 | -1
